Source: PubChem BioAssay (several laboratories)
Keap1 Nrf2 FP: inhibitors of human Keap1-Nrf2 protein-protein interaction; Q14145; 340,000 compounds, 0.15% hits; inhibition, % at 9.4 µM; Keap1 Kelch-Nrf2 peptide fluorescence polarization, 1536-well; in the data active means inhibition above about 12%;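 further: human Keap1 Kelch domain with fluorescein labeled Nrf2 9mer peptide probe; 0% = neutral control wells and 100% = peptide positive control; higher means more block of Keap1 binding to Nrf2 peptide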
Target sequence (Q14145 whole entry, looked up, the tested form may be a part): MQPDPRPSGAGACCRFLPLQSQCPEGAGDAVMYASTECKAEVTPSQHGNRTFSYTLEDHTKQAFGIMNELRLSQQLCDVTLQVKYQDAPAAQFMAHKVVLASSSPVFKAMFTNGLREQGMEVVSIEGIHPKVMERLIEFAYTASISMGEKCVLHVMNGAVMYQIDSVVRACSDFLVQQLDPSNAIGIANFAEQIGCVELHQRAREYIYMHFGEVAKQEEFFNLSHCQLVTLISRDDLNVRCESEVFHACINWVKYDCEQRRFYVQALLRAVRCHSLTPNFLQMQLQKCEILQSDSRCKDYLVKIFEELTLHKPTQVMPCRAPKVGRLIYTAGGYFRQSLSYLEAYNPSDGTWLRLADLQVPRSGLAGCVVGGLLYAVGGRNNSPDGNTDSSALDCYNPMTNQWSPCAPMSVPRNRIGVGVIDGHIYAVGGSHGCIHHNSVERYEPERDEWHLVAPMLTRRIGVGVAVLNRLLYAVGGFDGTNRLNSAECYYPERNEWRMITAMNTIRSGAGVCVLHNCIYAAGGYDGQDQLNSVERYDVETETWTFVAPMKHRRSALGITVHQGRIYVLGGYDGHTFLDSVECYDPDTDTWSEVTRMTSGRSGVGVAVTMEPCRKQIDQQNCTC
NSD2 inh: inhibitors of human histone methyltransferase NSD2; NSD2 peptide methylation, AlphaScreen, 120 min; O96028; 310,000 compounds, 0.54% hits; inhibition, % at 12.5 µM; AID 743445; in the data active means inhibition above about 50%
SR-BI HDL uptake: inhibitors of mouse SR-BI mediated HDL lipid uptake; AID 488896; Q61009; 320,000 compounds, 0.96% hits; ldlA[mSR-BI] CHO cells, DiI-HDL uptake fluorescence, 3 h; inhibition, % at 12.5 µM;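 active means mean replicate inhibition of at least 70% and a set share of replicates each scoring 70 or more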;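 further: 0% = median of neutral control wells and 100% = median of positive control wells; values of inactives mirror those of a sister screen read the other way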
Target sequence (Q61009 whole entry, looked up): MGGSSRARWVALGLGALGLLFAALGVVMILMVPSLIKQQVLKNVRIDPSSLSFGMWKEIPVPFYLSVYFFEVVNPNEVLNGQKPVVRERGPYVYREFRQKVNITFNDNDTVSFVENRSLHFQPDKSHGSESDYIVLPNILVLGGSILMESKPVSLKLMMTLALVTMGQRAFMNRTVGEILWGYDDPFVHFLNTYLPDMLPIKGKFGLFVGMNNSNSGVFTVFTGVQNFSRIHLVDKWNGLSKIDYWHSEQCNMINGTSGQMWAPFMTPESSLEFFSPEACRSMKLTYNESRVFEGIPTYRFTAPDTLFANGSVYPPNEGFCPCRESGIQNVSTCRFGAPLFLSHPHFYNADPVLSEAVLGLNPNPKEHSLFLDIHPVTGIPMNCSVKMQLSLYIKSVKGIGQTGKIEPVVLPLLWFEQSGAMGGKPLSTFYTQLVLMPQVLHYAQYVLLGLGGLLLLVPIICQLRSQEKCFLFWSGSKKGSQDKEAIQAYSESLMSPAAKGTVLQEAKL
PvdQ acylase: P. aeruginosa PvdQ acylase inhibition. purified PvdQ acylase, fluorescence plate reader. inhibition, % at 10 µM. 340,000 compounds, 0.063% hits; in the data active means inhibition above about 30%, passing the limit was not always enough;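 further: 0% = vehicle neutral wells and 100% = reference inhibitor wells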
DAGLB inhibitor: blocks human DAGLB lipase activity | 340,000 compounds, 0.059% hits | HEK293T DAGLB membrane lysate, EnzChek fluorogenic substrate | inhibition, % at 5.17 µM; in the data active means inhibition above about 34%;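 further: 0% = enzyme with vehicle and 100% = wells lacking enzyme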
SR-BI DiI-HDL act: activators of SR-BI mediated HDL lipid uptake | AID 504775 | 320,000 compounds, 0.096% hits | activation, % at 12.5 µM | CHO ldlA[mSR-BI] cells, DiI-HDL uptake fluorescence, 3 h; 100 = double the neutral-control signal;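 active means mean replicate activation of at least 60% and every replicate at or above 60%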;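 further: 0% = median plate neutral-control signal and 100% = twice that signal; values of inactives mirror those of a sister screen read the other way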
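system = CHO ldlA[mSR-BI] cells, LDL receptor-null, SR-BI overexpressing | medium = Ham's F12 with 0.5% BSA, HEPES 25 mM, pH 7.4 | probe or stimulus = DiI-HDL 10 µg/mL | compound dosing = single-point compound dose | incubation = compound exposure 3 h, 37 °C | technique = DiI fluorescence, bottom read | read-out = cell-associated DiI fluorescence as measure of HDL uptake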
Arr AP2 block: inhibitors of human beta-arrestin and AP2 interaction | FITC-arrestin peptide / GST-AP2 beads, flow cytometry; AP2 beta2 appendage carries R879A mutation | inhibition, % at 10 µM | 340,000 compounds, 0.31% hits | AID 504490;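 active means inhibition above a set limit, near 3 SD of compounds lacking own fluorescence, cut at about 54% in these data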;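 further: plate controls were DMSO wells for no effect and 5 µM unlabelled arrestin peptide for full effect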
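System: GST-tagged AP2 beta2-adaptin appendage (R879A) on 4 µm glutathione beads / Reagent: FITC-arrestin peptide, 50 nM / Detection: HyperCyt-sampled flow cytometry, FL1 channel, ex 488/em 535 nm / Timing: 12 min plus 1 h, RT / Buffer or medium: PBS plus Tween 20 (0.05%) and BSA (0.1%)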
RTF Ca sens inh: cardiac RTF calcium desensitization; 340,000 compounds, 0.12% hits; inhibition, % at 7.15 µM; P19429+P45379; IANBD-labeled cardiac RTF, Ca2+ fluorescence;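 active means inhibition above the mean inhibition of all tested compounds plus 3 SD, cut at about 17% in these data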;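 further: assay run at fixed EC70 calcium of 1.6 mM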
LANA DNA inh: inhibitors of KSHV LANA C-terminal domain DNA binding; 340,000 compounds, 0.078% hits; MBP-C-LANA/FAM-LBS DNA binding, fluorescence polarization; inhibition, % at 9 µM; AID 504423;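 active means highest replicate inhibition at or above 60% at 9 µM, even if other replicates fall short; inactive means all replicates below 60% inhibition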;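 further: 0% = neutral control wells and 100% = 4 µM acridine orange control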
PKA-R2B activ: activators of human PKA-R2B complex | P22694+P31323 | PKA-R2B holoenzyme dissociation, Cy5-IP20 fluorescence polarization; R2B truncated from residue 108, S112A mutant; 0% DMSO only, 100% 113 µM cGMP | activation, % at 11.4 µM | 340,000 compounds, 0.079% hits | AID 504700;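 active means activation above a cutoff set at the mean over all compounds plus 3 SD, cut at about 18% in these data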;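 further: higher means more holoenzyme dissociation and a rise in polarization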
An asterisk follows results filed as active; x = no result given.

SMILES | Keap1 Nrf2 FP | NSD2 inh | SR-BI HDL uptake | PvdQ acylase | DAGLB inhibitor | SR-BI DiI-HDL act | Arr AP2 block | RTF Ca sens inh | LANA DNA inh | PKA-R2B activ
CCc1ccc(C(=O)CCC2CCCCC2=O)cc1 (configuration not stated) | 3.1 | -5.3 | -1.9 | -5.7 | -3.5 | 1.9 | 6.0 | 7.4 | -0.2 | -10.6
Cc1ccc2cn[nH]c2c1N | -12.9 | x | -2.8 | 5.3 | -1.3 | 2.8 | 31.0 | -16.4 | 6.6 | -2.8
CCC(=O)c1cn(CC(=O)NCc2ccco2)c2ccccc12 | -0.1 | -1.6 | -3.4 | 1.7 | 2.3 | 3.4 | 6.5 | -6.4 | -0.8 | 7.7
CCN(CC(=O)Nc1c(F)cccc1F)C(=O)c1ccc(N2CCCC2=O)cc1 | -0.2 | -1.6 | -14.8 | -7.4 | -2.1 | 14.8 | -11.2 | -8.0 | -1.1 | 9.6
O=C(OCCN1CCCCC1)c1ccccc1Cl | -2.9 | -1.7 | -7.7 | 5.0 | 0.1 | 7.7 | 9.0 | 1.1 | 1.4 | -2.8
COc1cccc(NC(=O)Nc2nnc(Cc3ccccc3F)s2)c1 | -0.5 | -2.1 | -10.7 | -2.6 | -1.1 | 10.7 | 24.7 | -11.0 | -1.8 | -1.5
Cc1ccc(CNC(=O)c2ccc(CS(=O)Cc3ccccc3Cl)o2)cc1 (configuration not stated) | 0.1 | -1.1 | -23.8 | -5.5 | -1.4 | 23.8 | 8.9 | -8.6 | -1.3 | -0.5
CC(C)OC(=O)CC1C(=O)NCCN1C(=S)NC(=O)c1ccc(F)cc1 (configuration not stated) | 0.4 | 14.3 | -22.1 | 2.0 | 0.6 | 22.1 | -10.7 | -17.4 | -0.6 | 3.8
O=C(NC1CCN(c2ncccn2)CC1)c1ccccc1F | -3.9 | 12.9 | -13.7 | 17.3 | -3.9 | 13.7 | -5.4 | -6.6 | 7.9 | -3.9
CCOC(=O)[C@@H]1[C@H]2COc3ccc(Br)cc3[C@H]2N2C(=O)N(c3ccc(F)cc3)C(=O)[C@@]12C | 1.7 | x | 0.9 | -5.5 | -0.8 | -0.9 | -3.9 | -21.4 | 1.0 | -1.9
COc1ccc(NC(=O)Nc2ccc3c(c2)CC(=O)N([C@H](C)CO)C[C@H](C)[C@H](CN(C)Cc2ccc(C(=O)O)cc2)O3)cc1 | -4.4 | x | -51.8 | -1.6 | 4.9 | 51.8 | -2.0 | 4.5 | 0.6 | -0.7
COc1cccc2c(SCC(=O)N/N=C/c3ccccc3)cc(C)nc12 | -6.2 | 0.8 | -10.8 | -13.3 | -0.3 | 10.8 | -1.4 | -9.9 | -0.6 | -9.1

Look-ups from the results shown.
CCOC(=O)[C@@H]1[C@H]2COc3ccc(Br)cc3[C@H]2N2C(=O)N(c3ccc(F)cc3)C(=O)[C@@]12C | Keap1 Nrf2 FP = 1.7
O=C(NC1CCN(c2ncccn2)CC1)c1ccccc1F | PvdQ acylase = 17.3

(list continues)
SMILES | Keap1 Nrf2 FP | NSD2 inh | SR-BI HDL uptake | PvdQ acylase | DAGLB inhibitor | SR-BI DiI-HDL act | Arr AP2 block | RTF Ca sens inh | LANA DNA inh | PKA-R2B activ
CN1CCN(S(=O)(=O)c2ccc(N(C)Cc3ccc(C(F)(F)F)cc3)c([N+](=O)[O-])c2)CC1 | -3.6 | 4.3 | -9.5 | -8.8 | 5.1 | 9.5 | -10.6 | 0.5 | -0.5 | -10.0
O=C(NCc1cccc(C(F)(F)F)c1)N1CCN(S(=O)(=O)c2ccccc2F)CC1 | -7.0 | -8.6 | x | -10.0 | -1.1 | x | -7.6 | -1.5 | -3.6 | 5.2
Cc1c(-c2ccnc3cc(C(=O)O)nn23)cnn1C | -0.9 | 3.4 | -17.2 | -15.6 | 1.2 | 17.2 | -18.1 | -2.8 | 0.6 | -18.0
Cc1ccc(-n2c(C)nnc2SCC(=O)N2CCc3ccccc3C2)cc1 | -5.9 | -1.9 | 3.5 | -18.6 | 0.0 | -3.5 | -4.6 | 0.5 | 0.8 | -6.4
COc1ccc(CCNC(=O)c2cn(C)c3ccc(S(=O)(=O)N4CCOCC4)cc3c2=O)cc1OC | -0.4 | 2.6 | 39.7 | -5.6 | -1.3 | -39.7 | 6.9 | -4.8 | -4.3 | 1.5
CCOC(=O)C1C(C(C)=O)=C(c2ccccc2)c2ccccc2N1S(=O)(=O)C(F)(F)F (configuration not stated) | 2.2 | x | -1.8 | -10.8 | -2.6 | 1.8 | -9.3 | -4.7 | 2.1 | -3.2
CCCCN(C)C(=O)Cn1cnc2sc(C)c(S(=O)(=O)N3CCN(c4ccccc4OC)CC3)c2c1=O | -5.0 | -0.2 | -15.3 | -6.8 | 0.5 | 15.3 | 2.9 | -3.3 | -0.3 | 7.7
N#CC1=C(N)Oc2n[nH]c(-c3ccc(F)cc3)c2C1c1cccnc1 (configuration not stated) | -1.9 | 0.8 | -11.3 | -14.2 | -1.0 | 11.3 | -7.3 | -9.7 | 0.2 | -3.0
O=C(Nc1cccc(C(=O)NC2CC2)c1)c1ccccc1 | 4.2 | x | -19.5 | 0.2 | -1.4 | 19.5 | 28.8 | -1.2 | -3.3 | 16.4
CC(NC(=O)COC(=O)CC(c1ccccc1)c1ccccc1)c1ccccc1 (configuration not stated) | 2.7 | -0.3 | 4.2 | -7.0 | -3.0 | -4.2 | -10.1 | 0.8 | -0.3 | -1.6
CC(C)c1ccc(NC(=O)CNC(=O)Cn2cnc3ccccc3c2=O)cc1 | -4.7 | -0.2 | -7.6 | -4.8 | 3.7 | 7.6 | 0.1 | -11.1 | -3.0 | 3.4
CC1=NS(=O)(=O)c2cc(Cl)ccc2N1 | -2.2 | x | 9.2 | -5.1 | 0.3 | 9.8 | -2.3 | 3.8 | 0.5 | 10.1
Fc1ccc(-c2nnn(Cc3ccc(F)cc3Cl)n2)cc1 | -2.3 | -12.5 | 11.0 | -5.4 | -7.7 | -10.9 | 6.7 | 2.2 | 2.9 | -4.8
O=C(O)CCCC1(C(=O)O)CCCC1 | -2.4 | -2.3 | -2.8 | -8.5 | -2.2 | 2.8 | 7.5 | -12.5 | 1.1 | -1.3
CCn1c(SCC(=O)O)nc2ccccc21 | -1.9 | -5.2 | -2.8 | -9.3 | -1.0 | 2.8 | 11.9 | -11.0 | 1.8 | -0.3
C/C=C(/C)C(=O)O[C@@H]1c2c(ccc3ccc(=O)oc23)OC(C)(C)[C@@H]1OC(C)=O | -1.6 | x | 4.5 | -2.4 | -2.8 | -4.5 | 0.5 | 0.7 | 0.2 | -7.7
COC(=O)CSc1snnc1-c1ccc(Cl)c(Cl)c1 | 2.5 | 0.6 | 1.5 | -0.8 | -7.8 | -1.5 | 3.2 | -4.5 | 1.7 | -7.2
O=C(C1CCN(Cc2nc(-c3ccc(Cl)cc3)no2)CC1)N1CCOCC1 | 2.9 | 0.1 | 6.0 | 0.6 | -1.7 | -6.0 | 31.8 | 0.9 | 0.8 | -9.2
Cc1ccccc1OCC(O)CN1CCN(c2ccc(Cl)cc2)CC1 (configuration not stated) | 2.8 | 2.9 | 4.9 | -9.0 | -8.0 | -4.9 | 4.8 | -7.3 | -0.8 | -4.5
Nc1cc(C(=O)OCC(=O)N2CCC(Cc3ccccc3)CC2)ccc1Cl | 0.1 | -0.4 | 15.5 | -0.6 | -2.1 | -15.5 | 2.6 | -2.9 | 1.3 | -6.8
Cc1ccc(C2CC(c3cccs3)=NN2C(=O)c2ccco2)o1 (configuration not stated) | 0.6 | 1.5 | 8.4 | -7.2 | 1.7 | -4.2 | 3.1 | 1.1 | -1.2 | -7.0
O=C(COC(=O)c1ccc(O)cc1O)Nc1ncc(Cl)cc1Cl | -2.0 | 1.5 | -22.7 | -15.9 | -0.5 | 22.7 | -11.6 | -9.6 | 2.2 | 6.0
Cc1csc2nc(SCC(=O)Nc3ccccc3F)[nH]c(=O)c12 | -3.0 | 0.0 | 1.7 | -13.3 | 2.4 | -1.7 | 1.6 | -0.7 | -0.2 | 5.7
CC(=O)N(CCN(C(C)=O)c1ccccc1)c1ccccc1 | -0.5 | -5.2 | 4.4 | 0.9 | 3.5 | -4.4 | -4.5 | -2.2 | 1.1 | -2.8
CCc1nnc(NC(=O)CCn2cnc3ccccc3c2=O)s1 | -0.2 | 1.1 | -19.8 | -8.2 | x | 19.8 | -5.6 | x | 0.8 | x
OCC1OC(n2nnc3ccccc32)C(O)C(O)C1O (configuration not stated) | -1.6 | x | -26.4 | -14.2 | -0.9 | 26.4 | 1.0 | -7.8 | -1.7 | -4.8
Cc1ccc(-c2csc(NC(CO)c3nc4ccccc4n3CCOCCO)n2)cc1 (configuration not stated) | -1.5 | x | 9.8 | 1.0 | 0.2 | -9.8 | -13.8 | -2.6 | 3.7 | -13.5
O=S(=O)(NCCC1=CCCCC1)c1ccccc1Cl | 3.8 | -9.4 | -11.6 | -0.2 | -4.1 | 11.6 | 31.1 | -2.3 | 1.4 | -9.2
COC(=O)c1cccc(-n2cnnn2)c1 | -0.1 | 0.7 | -10.7 | -0.1 | -0.3 | 10.7 | 18.1 | 4.2 | -0.1 | -6.8
CC(NC(=S)Nc1cccc(C(F)(F)F)c1)C(C)(C)C (configuration not stated) | x | 6.8 | 41.1 | -2.4 | -0.8 | -41.1 | 40.5 | 1.6 | x | -0.6
COCCCNC(=O)C1CCCN(C(=O)Nc2ccc(OC)cc2)C1 (configuration not stated) | -1.4 | -2.2 | -14.0 | -1.6 | -2.2 | 14.0 | 25.8 | 2.7 | -0.2 | 4.5
Cc1cc(C)c2c(N=NN3CCOCC3)[nH]nc2n1 | 3.5 | 12.2 | 3.4 | -7.9 | 0.2 | -3.4 | -7.6 | 7.7 | -0.6 | -8.7
CSc1nc(N)nc(C(C)C)n1 | -3.0 | -2.2 | -10.5 | -8.8 | -1.2 | 10.5 | 3.5 | -2.8 | 1.7 | 4.3
C=CCNC(=O)c1ccc(C)cc1Cl | -2.5 | -2.7 | -33.5 | -0.5 | -0.7 | 33.5 | 0.1 | 1.3 | 0.4 | -2.3
CCOc1cc(NC(=S)NC)c(OCC)cc1NC(=O)c1ccco1 | -5.2 | 1.1 | -1.4 | 3.3 | 0.8 | 1.4 | 38.7 | -12.0 | -0.6 | -1.9
COc1ccc(C2N(S(=O)(=O)c3ccc(C)cc3)CCN2S(=O)(=O)c2ccc(C)cc2)cc1 | -5.6 | 18.7 | 11.8 | 3.8 | -6.9 | -11.8 | -3.5 | -5.6 | -0.7 | -10.9
COCCCNC(=O)CCN1N=C(c2ccccc2)CCC1=O | 1.9 | -3.8 | -6.0 | -6.6 | -3.0 | 6.0 | -18.1 | -6.8 | 0.6 | 5.1
O=C(O)c1ccc(/C=N/N2CCN(Cc3cccc4ccccc34)CC2)cc1 | -4.2 | 14.5 | 1.0 | -7.9 | -0.1 | -1.0 | -7.1 | 0.7 | 0.1 | 5.4
